LDHA block: qHTS assay for inhibitors of human lactate dehydrogenase; L-lactate dehydrogenase A chain (Homo sapiens), P00338; purified LDHA, NADH/diaphorase-resazurin fluorescence; hits give low values; activity change, % (values are at about 110 or 230 µM); hit rate 0.15% among 480,000; in the data active = activity change below about -30%; inconclusive = mostly about -25% to -30%;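 also: plate controls were DMSO wells for no effect and wells without enzyme for full effect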
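Human LDH5 at 2 nM final in Tris HCl pH 7.4 with 0.06 mM NADH and 0.2 mM pyruvate, reacted 5 minutes at room temperature. Remaining NADH coupled via diaphorase/resazurin; resorufin fluorescence read at 0 and 20 minutes, normalized to enzyme-free and DMSO wells.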
An asterisk follows results filed as active; ? = inconclusive. This is a subset. The share of hits here may be higher or lower than overall.

SMILES	LDHA block
Cn1c(=O)c2c(nc(Cl)n2CC(=O)N(Cc2ccccc2F)C2CC2)n(C)c1=O	-1
Cc1cc(C)n(-c2nc3c(c(=O)n(CC(N)=O)c(=O)n3C)n2Cc2ccccc2F)n1	-14
CN(C)c1ccc(C(=O)NNC(=O)C(F)(F)F)cc1	1
O=C(/C=C/c1ccco1)Oc1ccc(Sc2ccc(OC(=O)/C=C/c3ccco3)cc2)cc1	10
Cc1occc1C(=O)Nc1ccc(SC2CCCC2)cc1	-20
CCN(CC)c1ccc(CNC(=O)c2scnc2C)cn1	0
O=C(c1ccc(F)cc1)N(Cc1cccs1)c1ccc(F)cc1	-2
CC(C)(C)NC(=O)NC(=O)CSc1nc(C2CC2)nc2ccccc12	2
O=C(Nc1cccc2cccnc12)c1ccc(OC2CCCC2)cc1	5
Cc1ccc(C2C(C#N)=C(N)N(N3CCOCC3)C3=C2C(=O)CC(C)(C)C3)cc1 (stereo not drawn)	-15
Cc1ccc(-c2nn(-c3cc(N4CCOCC4)ccc3[N+](=O)[O-])c(=O)c3ccccc23)cc1	-17
CCOC(=O)c1cc(N)ccc1N1CCOCC1	-1
CC(CN1CCCC1)OC(=O)c1ccc(C(C)(C)C)cc1 (stereo not drawn)	-5
CC(Sc1ncc(C(F)(F)F)cc1Cl)C(N)=O (stereo not drawn)	-6
CNC(=O)NC(=O)C(C)Sc1cc(C)c2cccc(C)c2n1 (stereo not drawn)	5
N#Cc1ccc(Oc2cccc3cccnc23)cc1C#N	-5
CC(CNC(=O)Cc1n[nH]c(=O)c2ccccc12)(c1ccccc1)c1ccccc1	-4
Nc1[nH]c(C(=O)c2ccccc2)c(-c2ccc(Cl)cc2Cl)c1C(=O)c1ccc(Br)cc1	8
CCCN1C=C(OC(=O)c2ccc(OC)cc2)c2ccccc2S1(=O)=O	5
CC1=C(C(=O)Nc2ccccc2)C(c2ccc(C)cc2)NC(=S)N1 (stereo not drawn)	-13
CC(C)CN(CCNC(=O)COCc1cc(-c2cccs2)on1)CC(C)C	-1
COc1ccc(CNc2nc3ccccc3nc2NS(=O)(=O)c2cccc3nsnc23)cc1	14
N#Cc1ccccc1NC(=O)C1CCCC1	1
O=C(COc1ccccc1)OCC(=O)c1ccc2c(c1)OCO2	8
O=C(COc1ncnc2ccccc12)N(Cc1ccccc1)Cc1ccccc1	11
Carrying on:
SMILES	LDHA block
CCOc1ccc2c(=O)c(-c3ccc(OC)c(OC)c3)coc2c1	6
O=C(Nc1cccc(S(=O)(=O)N2CCCC2)c1)c1n[nH]c2ccccc12	-1
CN(C)C(=O)CCc1ccc(F)cc1	4
CC(C)OCCSc1nnc(-c2nn(Cc3ccccc3)c(=O)c3ccccc23)o1	3
O=C1CCSc2c1cccc2C(=O)NCc1ccccc1Cl	2
CN1CCN(S(=O)(=O)c2ccc(N3CCN(c4cccc(Cl)c4)CC3)nc2)CC1	5
CCOC(=O)/C=C/SC(S/C=C/C(=O)OCC)=C(C#N)C(N)=O	11
COc1cccc(NC(=O)NC2CCN(c3nc(C)cc(C)n3)CC2)c1	5
Cc1cc(N2CCN(C(C(=O)O)c3c[nH]c4ccc(Br)cc34)CC2)nc2ccccc12 (stereo not drawn)	1
COC(=O)CSc1nnc2c3c(c(C#N)c(Nc4ccccc4)n12)CC(C)(C)OC3	35
CCCN1CNc2c(c(=O)[nH]c(=S)n2Cc2ccc(OC)c(OC)c2)C1	-1
Cc1ccc(O)c(C(=O)N(C)Cc2ccc(Cl)cc2Cl)c1	-11
CN(C)c1cccc(C(=O)Nc2ccc(-c3nc4ccccc4o3)cc2)c1	6
O=C(CCc1ncc(-c2ccc(F)cc2)o1)N1CCC(n2cccc2)CC1	7
CCn1c(-n2nc(C)cc2C)nc2c1c(=O)n(Cc1ccc(F)cc1)c(=O)n2C	-9
CCn1c(SCC(=O)c2ccc(Br)s2)nnc1-c1ccccc1OC	-15
CCN(CC)C(=O)Cn1nc(-c2ccc(C)c(S(=O)(=O)N(C)C)c2)c2ccccc2c1=O	1
CCCc1cc(=O)[nH]c(Nc2nc(C)c3cc(C)c(C)cc3n2)n1	2
O=C(Nc1cccc(Cl)c1)C1CC2CCCC(C1)C2=O (stereo not drawn)	-3
CNc1oc(-c2ccccc2C)nc1S(=O)(=O)c1ccc(F)cc1	2
O=C(Cn1nc(C(=O)O)c2ccccc2c1=O)NC1CCCCCC1	6
CCOc1ccc(CNCc2ccco2)cc1OC	0
CC(=O)NC12CC3CC(C1)CC(C(=O)NCCNC(=O)c1ccc(Cl)cc1)(C3)C2	1
CCCC(=O)Nc1ccc(Cl)c(NC(=O)c2cccc3ccccc23)c1	-9
COc1cccc(C(=O)OCc2ccc(C#N)cc2)c1OC	3

In the list so far, these contain a Cl atom:
SMILES	LDHA block
Cn1c(=O)c2c(nc(Cl)n2CC(=O)N(Cc2ccccc2F)C2CC2)n(C)c1=O	-1
CC(Sc1ncc(C(F)(F)F)cc1Cl)C(N)=O (stereo not drawn)	-6
Nc1[nH]c(C(=O)c2ccccc2)c(-c2ccc(Cl)cc2Cl)c1C(=O)c1ccc(Br)cc1	8
O=C1CCSc2c1cccc2C(=O)NCc1ccccc1Cl	2
CN1CCN(S(=O)(=O)c2ccc(N3CCN(c4cccc(Cl)c4)CC3)nc2)CC1	5
Cc1ccc(O)c(C(=O)N(C)Cc2ccc(Cl)cc2Cl)c1	-11
O=C(Nc1cccc(Cl)c1)C1CC2CCCC(C1)C2=O (stereo not drawn)	-3
CC(=O)NC12CC3CC(C1)CC(C(=O)NCCNC(=O)c1ccc(Cl)cc1)(C3)C2	1
CCCC(=O)Nc1ccc(Cl)c(NC(=O)c2cccc3ccccc23)c1	-9

Further entries:
SMILES	LDHA block
COCCN1CCC(OC(C)=O)C(C)C1C (stereo not drawn)	-1
Cc1nn(-c2nc3c(c(=O)n(CCCc4ccccc4)c(=O)n3C)n2C(C)C)c(C)c1C	3
O=c1nc(-c2ccccc2Cl)c2cc(Br)ccc2[nH]1	12
Fc1ccc(-c2nnc3sc(Cn4cccn4)nn23)cc1Br	4
COC(=O)[C@@]12C[C@@H](CC(=O)N3CCC(c4ccccc4)CC3)C(=O)N(Cc3cccc4ccccc34)C1=CCC(C)(C)C2	-2
COc1ccc2oc(-c3ccccc3)c(C(=O)Nc3ccc(N(C)C(C)=O)cc3)c2c1	8
CC(C)/C(=N/NC(=O)Cc1ccccc1)c1ccccc1	3
N#Cc1ccc(S(=O)(=O)Nc2c(NC3CCCCC3)c3ccccc3oc2=O)cc1	-10
O=C(O)CN(CC(=O)O)c1ccccc1	-2
O=Cc1c(Br)cc(Br)c(O)c1Br	0
Cc1ccc(NC(=O)CN(c2cc(C(F)(F)F)ccc2Cl)S(C)(=O)=O)cc1C	3
Cc1nc(SCC(=O)Nc2ccc(Cl)cc2)c(C#N)c2c1CCCC2	7
CC1(C)CC(=O)C2=C(C1)N(c1cccc(C(F)(F)F)c1)C(N)=C(C#N)C21C(=O)Nc2ccccc21 (stereo not drawn)	5
O=C1c2ccccc2S(=O)(=O)N1Cc1nc(-c2ccc(Cl)c(Cl)c2)cs1	4
COc1ccccc1/C=C/C=C(/C#N)C(=O)Nc1cc(C(F)(F)F)ccc1Cl	8
Cc1cc(SCC(=O)NN2C(=O)NC3(CCC(C)CC3)C2=O)nc2ccccc12 (stereo not drawn)	2
CC(=O)c1ccc(OC(=O)c2ccccc2C)cc1	-2
NS(=O)(=O)c1ccc(N/N=C/c2ccc(F)c(F)c2)c([N+](=O)[O-])c1	6
COc1ccccc1CNC(=O)c1cc(Br)ccc1O	-5
O=C(CSc1cnc2ccccc2n1)Nc1ccc2c(c1)OCCCO2	3
CC(C)(C)C(=O)CSc1nnc(COc2ccccc2Cl)n1C1CC1	-1
CCCn1nc(C(=O)NC(c2cccs2)C(C)C)c2ccccc2c1=O (stereo not drawn)	5
Cc1cccc(C)c1NC(=O)CSc1nnc(Cc2ccccc2)n1-n1cccc1	4
O=c1[nH]c(=O)n(CC2CCCO2)c2nccc(-c3cccc4ccccc34)c12 (stereo not drawn)	1
N#CCCNc1ccc(Br)cc1	-18

The list goes on, overlapping the part above by 3 compounds.
SMILES	LDHA block
Cc1cccc(C)c1NC(=O)CSc1nnc(Cc2ccccc2)n1-n1cccc1	4
O=c1[nH]c(=O)n(CC2CCCO2)c2nccc(-c3cccc4ccccc34)c12 (stereo not drawn)	1
N#CCCNc1ccc(Br)cc1	-18
CN(C)C(=O)c1ccc(I)cc1	-1
Cc1oc2cc(OCC(=O)Nc3ccc(F)cc3F)ccc2c(=O)c1Oc1ccccc1	0
COc1cccc(C(=O)NCC(O)c2ccc(C)cc2)c1 (stereo not drawn)	0
CCc1ccccc1Nc1nc(N)c(C(=O)c2ccc(C)cc2)s1	5
O=C(O)C1=CC(/C=C/c2ccccc2)n2ncc(C(=O)Nc3ccc(F)cc3)c2N1 (stereo not drawn)	0
CCCNC(=O)NC1=C(C#N)C(C)(C)Cc2ccccc21	7
CCCn1cnc2nc(CSc3ccccc3NC(=O)c3cccc(Cl)c3)cc(=O)n21	2
CCOP(=O)(OCC)c1nc(-c2ccc(Cl)cc2)oc1NCc1ccco1	-4
Cc1cc(=O)oc2cc(NC(=O)N(C)Cc3ccc(Br)cc3)ccc12	3
Cn1c(=O)c2c(nc(SCc3ccccc3)n2Cc2ccccc2)n(C)c1=O	4
Cc1ccc(C(C)NC(=O)c2cccnc2)c(C)c1 (stereo not drawn)	-5
Cc1cccc(-c2noc(-c3ccccc3Br)n2)c1	0
O=S(=O)(Nc1nc2ccccc2nc1Nc1ccccc1)c1ccc2c(c1)OCCO2	4
COc1cccc(OC)c1C(=O)OCc1ccccc1Br	15
Cc1cccc(N2N=C(C(=O)Nc3ccc(C)c(S(=O)(=O)N4CCCCCC4)c3)CCC2=O)c1	4
CCCCCCCOC(=O)c1c(C)oc2c1cc(NS(=O)(=O)c1cccs1)c1ccccc12	3
CC(=O)NNC(=S)NC1CCCC1	-1
CCOc1ccc(NC(=O)COc2ccc(C(C)C)cc2)c2cccnc12	28
CN(CCC(=O)NC(N)=O)C(c1ccccc1)c1ccccc1	8
CSc1nc(C)c(CCC(=O)NC(C)c2ccc(F)cc2F)c(C)n1 (stereo not drawn)	-4
O=C(Nc1cccc(N2CCCC2=O)c1)C1CCN(S(=O)(=O)c2cc(Cl)ccc2Cl)CC1	1
O=C(Nc1cccc(Cl)c1)c1c(-c2ccc(F)cc2)nc2n1CCS2(=O)=O	0
CCOC(=O)c1ccc(Oc2coc3cc(OC(=O)c4cccs4)ccc3c2=O)cc1	-5
COc1ccc(-c2csc(NC(=O)c3ccccc3OCc3noc(C)n3)n2)cc1	3
CNC(=S)NCc1ccc(C(=O)OC)cc1	3
(list continues)
SMILES	LDHA block
COC(=O)Nc1cc(C(=O)OC)ccc1C	0
Cc1cc2oc(C(=O)Nc3cccc4cccnc34)c(C)c2cc1C	2
COc1ccc(C2C(C(C)=O)=C(O)C(=O)N2c2cccc(OC)c2)cc1 (stereo not drawn)	-1
O=C(Nc1ccc2oc(-c3ccccc3)nc2c1)c1ccc(Cl)cc1	-10
O=C(CCc1ccsc1)Nc1cccc(N2CCCC2=O)c1	-16
CSc1ccccc1C(=O)NC(c1ccccc1)c1ccccc1	-4
CCCNC(=O)NC(=O)CN(Cc1ccco1)C1CC1	0
O=C(Cc1ccc(N2CCCC2=O)cc1)N1CCC(C(=O)N2CCCCCC2)CC1	2
CCOc1ccc2c(=O)c(Oc3ccccc3OC)coc2c1	-2
Cc1cc(C)n2c(Nc3c(C)cccc3C)c(-c3cccnc3)nc2n1	-5
O=S(=O)(Nc1nc2ccccc2nc1NCCc1ccccc1)c1ccccc1	-11
CCCNC(=O)c1ccc(OC)c(S(=O)(=O)NCC)c1	-6
CCC(C)(C(=O)NC1CCCCC1)N(Cc1cccs1)C(C)=O (stereo not drawn)	10
O=c1[nH]c2ccc(-c3csc(NC4CCCC4)n3)cc2[nH]1	-4
O=C(COC(=O)c1cc([N+](=O)[O-])ccc1Cl)c1cc2ccccc2o1	-4
CCNC(=O)NC(=O)CN(Cc1ccccc1)c1ccccc1	-5
CCCNc1nc2ccccc2nc1C(=O)Nc1cc(C)ccc1C	-6
CC(C)C1OC(CCc2ccccc2)Cc2[nH][nH]c(=O)c21 (stereo not drawn)	1
CCC(C(=O)Nc1nnc(COc2ccccc2)s1)c1ccccc1 (stereo not drawn)	-21
CCCN(CCC)C(=O)c1cc2cc(Br)ccc2oc1=O	-10
CC(C#N)(NC(=O)CSc1nnc(-c2cccs2)n1C1CC1)C1CC1 (stereo not drawn)	4
Cc1ccc(CC(=O)N(Cc2nc(-c3ccccc3)no2)C2CCCCC2)cc1	1
Cc1cc(C(=O)Nc2nc(-c3ccc(C)c(C)c3)c(C)s2)no1	6
CCCCCSc1nc2c(c(=O)[nH]c(=O)n2C)n1CCC	2
Cn1nc(Oc2nc(N3CCCCC3)nc(N3CCOCC3)n2)ccc1=O	-4
More structures:
SMILES	LDHA block
CC(C)c1ccc(OCCN)cc1	-4
CC(C)(C)c1ccc(C(=O)Nc2ccc(-c3nc4ccccc4[nH]3)cc2)cc1	0
C[C@@H]1CC2(CCCN2)C[C@H]1C	-8
O=S(=O)(NC1CCN(S(=O)(=O)c2ccc(C(F)(F)F)cc2)CC1)c1cccs1	7
CCC/C(=N\NC(=O)c1ccc(C(C)(C)C)cc1)c1ccccc1	1
CC(C)CNc1nc(C(=O)Nc2nnc(C(C)C)s2)cs1	3
Cc1cc2nc(-c3ccccc3)c(-c3ccccc3)nc2cc1C	2
Fc1ccc(CNC(=S)NCCc2cccc(Cl)c2)cc1	3
CCOC(=O)C(C(=O)OCC)C(Nc1cccc(C)c1)c1ccccc1 (stereo not drawn)	?
Cc1nc2ccc(Cl)cc2cc1C(=O)N1CCN(CC(=O)N2CCCCCC2)CC1	0
Cc1ccc(C(=O)NC(c2cccs2)C(C)C)cc1C (stereo not drawn)	0

3 entries picked at random from the list so far, as already listed:
SMILES	LDHA block
Cn1nc(Oc2nc(N3CCCCC3)nc(N3CCOCC3)n2)ccc1=O	-4
O=C(COc1ncnc2ccccc12)N(Cc1ccccc1)Cc1ccccc1	11
O=c1[nH]c2ccc(-c3csc(NC4CCCC4)n3)cc2[nH]1	-4
